Screening results from PubChem.
Runt-CBFb FRET = inhibitors of RUNX1 Runt–CBFb binding, primary screen, biochemical, FRET, Cerulean-Runt, Venus-CBFb, uHTS; Runt-related transcription factor 1 (Homo sapiens) + Core-binding factor subunit beta …; Cerulean-Runt/Venus-CBFb FRET ratio 530/480, 1 h; inhibition, % at 20 µM; 0.46% of 220,000 active; AID 1496, 2009;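 active = inhibition over about 50% at 20 µM in the single-dose screen, limit read from the data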;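 also: 0% = DMSO wells and 100% = excess unlabeled CBFb competitor control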
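Measured by: fluorescence energy transfer, 422 nm excitation, 530/480 nm emission; test system: Cerulean-tagged RUNX1 Runt domain (FRET donor) fusion protein; buffer or medium: Tris pH 7.5 buffer with BSA; compound: one dose, 20 µM compound, 1% DMSO; times: two 1 h room-temperature incubations shielded from light; benchmarks: unlabeled CBFb 5 µM, positive control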
thrombin 1536 = human alpha-thrombin inhibitors, primary screen, counter-screen for coagulation protease inhibitor project, biochemical, 1536-well, fluorogenic AMC substrate; Prothrombin (Homo sapiens), P00734; Boc-VPR-AMC fluorogenic substrate cleavage; inhibition, % at 5 µM; 0.26% of 220,000 active; AID 1046, 2008;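 active = inhibition at or above 40%; inactive = inhibition below 40%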;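 also: 0% = enzyme with no compound and 100% = wells without enzyme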
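System – human alpha-thrombin protein · Reagent – Boc-VPR-AMC substrate, 15 µM final · Compound – 5 µM single dose in 0.2% DMSO · Schedule – reaction at room temperature · Technique – AMC fluorescence at 355 nm excitation and 460 nm emission · Read-out basis – % inhibition relative to enzyme controls and enzyme-free blanks · Control set – no-compound enzyme wells and no-enzyme blanks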
Hck-Nef inh = inhibitors of Nef-activated human Hck kinase, primary screen, biochemical, Z-Lyte FRET, 384-well, Hck-YEEI; 0.68% of 220,000 active; Recombinant Hck-YEEI plus Nef, Z-Lyte FRET kinase assay; inhibition, % at 20 µM; AID 463187, 2010;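 active = Hck-Nef kinase inhibition above about 50%, limit read from the data; inactive = inhibition below that limit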;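 also: 0% = DMSO with Hck plus Nef and 100% = Hck alone without Nef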
Wee1 stabilizer = Wee1 degradation inhibitors, primary screen, cell-based, HeLa, Wee1K328M-luciferase, luminescence | 1.2% of 220,000 active | reporter increase, % at 5 µM | HeLa Luc-Wee1K328M stability; 100% = proteasome inhibitor MG132 effect | Wee1-like protein kinase (Homo sapiens), P30291 | AID 1321, 2008;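 active = activation above the mean of all tested compounds plus 3 SD, set per screening run, cut at about 8.8% in these data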;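 also: cells exposed to compound for 20 h before luminescence read; 0% = DMSO alone and 100% = MG132 at 30 µM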
FXIa inh = human FXIa protease inhibitors, primary screen, biochemical, 1536-well | AID 798, 2007 | purified FXIa, Boc-Glu-Ala-Arg-AMC fluorogenic substrate | inhibition, % at 5 µM | 0.14% of 220,000 active | Coagulation factor XI (Homo sapiens), P03951;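 active = inhibition of at least 40%; inactive = inhibition below 40%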;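 also: fluorescence of freed AMC excited at 355 nm; 0% = enzyme without compound and 100% = no enzyme blank; many of its hits are not listed in these tables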
Target sequence (P03951 19-387 limits assumed): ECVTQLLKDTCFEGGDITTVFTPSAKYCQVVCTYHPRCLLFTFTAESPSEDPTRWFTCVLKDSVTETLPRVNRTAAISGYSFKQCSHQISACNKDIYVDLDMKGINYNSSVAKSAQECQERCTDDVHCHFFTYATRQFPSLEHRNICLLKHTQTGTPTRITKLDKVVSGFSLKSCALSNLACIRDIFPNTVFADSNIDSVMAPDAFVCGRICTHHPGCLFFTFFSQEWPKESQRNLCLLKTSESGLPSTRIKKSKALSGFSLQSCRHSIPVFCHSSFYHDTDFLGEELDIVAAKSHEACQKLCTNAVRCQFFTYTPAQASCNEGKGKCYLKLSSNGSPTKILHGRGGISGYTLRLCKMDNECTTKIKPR
Target sequence (P03951 388-625 limits assumed): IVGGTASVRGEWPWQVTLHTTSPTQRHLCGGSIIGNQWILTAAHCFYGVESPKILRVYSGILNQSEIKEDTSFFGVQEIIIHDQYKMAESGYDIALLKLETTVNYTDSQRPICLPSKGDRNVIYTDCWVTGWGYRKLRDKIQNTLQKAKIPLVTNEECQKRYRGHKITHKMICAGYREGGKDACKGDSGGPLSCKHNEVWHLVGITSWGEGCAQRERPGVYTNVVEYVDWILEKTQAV
FXIIa inh 1536 = human FXIIa protease inhibitors, primary screen, biochemical, 1536-well; Coagulation factor XII (Homo sapiens), P00748; purified FXIIa, Boc-QGR-AMC fluorogenic substrate, 2 h; inhibition, % at 5 µM; 0.3% of 220,000 active; AID 800, 2007; in the data active = inhibition above about 40%;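 also: 0% = enzyme with no compound and 100% = blank without enzyme; many of its hits are not listed in these tables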
KLK5 inh = human KLK5 protease inhibitors, primary screen, biochemical, 1536-well | inhibition, % at 5 µM | Kallikrein-5 (Homo sapiens), Q9Y337 | 0.59% of 210,000 active | recombinant hK5, fluorogenic AMC substrate cleavage | AID 873, 2007;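 active = inhibition of 40% or more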;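 also: 0% = enzyme controls without compound and 100% = no-enzyme blanks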
14-3-3 Bad PPI = inhibitors of 14-3-3 zeta/Bad binding, primary screen, biochemical, TR-FRET, bovine 14-3-3 zeta | 14-3-3 protein zeta/delta (Bos taurus), P63103 | 0.71% of 220,000 active | TR-FRET 14-3-3zeta/Dy647-pBad peptide displacement, 1 h | inhibition, % at 21.7 µM;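 active = inhibition above about 70%, limit read from the data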;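 also: 0% = full 14-3-3 plus peptide FRET controls and 100% = background without 14-3-3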
Target sequence (P63103 whole entry, looked up): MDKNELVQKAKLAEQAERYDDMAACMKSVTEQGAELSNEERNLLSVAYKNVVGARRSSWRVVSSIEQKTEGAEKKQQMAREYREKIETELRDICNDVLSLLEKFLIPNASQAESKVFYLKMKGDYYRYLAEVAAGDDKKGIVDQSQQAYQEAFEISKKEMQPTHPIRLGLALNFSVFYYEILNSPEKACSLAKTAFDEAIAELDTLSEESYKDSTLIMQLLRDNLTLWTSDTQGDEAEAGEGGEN
Runt-SMMHC FRET = inhibitors of RUNX1 Runt–CBFb-SMMHC binding, primary screen, biochemical, FRET, Cerulean-Runt, Venus-CBFb-SMMHC, uHTS | Cerulean-Runt/Venus-CBFb-SMMHC FRET ratio 530/480, 1 h | inhibition, % at 20 µM | Runt-related transcription factor 1 (Homo sapiens) + Core-binding factor subunit beta … | 0.74% of 220,000 active;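 active = mean inhibition across duplicate retests at 20 µM reaching about 50%, limit read from the data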;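 also: 0% = DMSO wells and 100% = wells with excess untagged CBFb-SMMHC; inhibitors lower the FRET ratio by blocking Runt binding to CBFb-SMMHC; some results filed as inactive read as strong as hits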
* marks the source's active call; other numbers are inactive results; . = no result given; [ ] = dose if it differs, or a comment.

Start of the data: the first 2 records, to show the layout:
SMILES	Runt-CBFb FRET	thrombin 1536	Hck-Nef inh	Wee1 stabilizer	FXIa inh	FXIIa inh 1536	KLK5 inh	14-3-3 Bad PPI	Runt-SMMHC FRET
O=C(Nc1nc(-c2cccnc2)cs1)c1ccc(S(=O)(=O)N2CCOCC2)cc1	-2	-2	9	-2	5	9	1	12	0
CNC(=O)CN1C(=O)c2ccccc2S1(=O)=O	1	4	1	-1	2	15	5	7[fluorescence artefact?]	1

Results, previewed entries included:
SMILES	Runt-CBFb FRET	thrombin 1536	Hck-Nef inh	Wee1 stabilizer	FXIa inh	FXIIa inh 1536	KLK5 inh	14-3-3 Bad PPI	Runt-SMMHC FRET
O=C(Nc1nc(-c2cccnc2)cs1)c1ccc(S(=O)(=O)N2CCOCC2)cc1	-2	-2	9	-2	5	9	1	12	0
CNC(=O)CN1C(=O)c2ccccc2S1(=O)=O	1	4	1	-1	2	15	5	7[fluorescence artefact?]	1
Cc1noc(C)c1CCC(=O)N1CCCC(CCC(=O)NCc2ccc(F)c(F)c2)C1 (stereo not given)	0	-8	16	1	2	7	3	3	-4
O=C(NC(=S)Nn1cnc2c(cnn2-c2ccccc2)c1=O)c1ccccc1	9	-3	2	9	-2	7	-10	-11	0
Cn1c(SCC(=O)Nc2ccc(Cl)cc2)nc(O)cc1=O	-1	-4	20	-2	-2	7	-3	-3	1
O=C(C1=C[C@@H](c2ccc(Br)cc2)C[C@@H](OCCCCO)O1)N1CCN(Cc2ccccc2)CC1	-4	-9	-3	-3	-4	-2	-7	-3	-4
COc1ccccc1-c1nnc(SCCN2CCOCC2)n1-c1ccc(C)cc1	0	5	3	0	8	2	-25	45[fluorescence artefact?]	2
CSc1nc2sc3c(c2c2nnnn12)CCCC3	-2	2	0	-2	6	19	-3	.	-4
COc1cc(/C=N/NC(=O)CCn2nnc3ccccc32)ccc1O	0	-2	3	4	1	8	-7	-8	-1
O=C(CNS(=O)(=O)/C=C/c1ccccc1)OC1CCOC1=O (stereo not given)	-2	-4	18	-1	-5	0	-11	-4	-1
CN(C)C(=O)CSc1nnc(CCNC(=O)OC(C)(C)C)o1	-1	-2	0	-4	0	13	-16	.	1
CCOC(=O)N1CCN(C(=O)C2CCN(S(=O)(=O)c3ccc(OC)cc3)CC2)CC1	.	0	13	0	0	1	0	-4	.
Fc1ccc2c(c1)C1C=CCC1C(c1cc3c(cc1Br)OCO3)N2 (stereo not given)	.	-1	0	-2	0	1	-7	-5	-4
CCN1CCN(c2cc(C)c3cc(NC(=O)Cc4ccccc4OC)ccc3n2)CC1	0	1	3	2	5	0	-36	9	0
Nn1cc(-c2ccccc2)nc1SCC(=O)NCCc1ccccc1	2	-2	2	2	-3	.	-1	-4	4
CC1CC(C)CN(C(=O)c2ccc(NC(=O)c3ccc(=O)[nH]c3)cc2)C1 (stereo not given)	-2	1	-7	5	6	11	-4	-9	-6
Cc1csc(SCC(=O)NC(C)c2ccc(F)cc2)n1 (stereo not given)	0	-3	-5	0	-3	2	-4	-5	0
COc1ccc(NC(=O)c2oc3cc(C)c(C)cc3c2C)c(OC)c1	-3	-2	1	-3	-1	4	-19	-7	-5
CC(CCc1ccccc1)NC(=O)CSc1ccccc1 (stereo not given)	-2	-2	-2	-3	-2	8	-16	9	-1
CC(C)CCn1nnnc1C(c1ccc(F)cc1)N1CCN(C(=O)c2ccco2)CC1 (stereo not given)	-3	-1	3	3	-8	1	-4	83*	1
Cc1noc(C)c1COC(=O)c1cccnc1SCC(=O)Nc1ccc2c(c1)OCO2	-1	-3	3	-1	-6	10	-12	-2	2
O=C(O)C(F)(F)S(=O)(=O)O	1	-1	2	-1	1	10	-9	68	-5
Cc1cccc(NC(=O)C2CCN(S(=O)(=O)c3cccc4nsnc34)CC2)c1	.	1	-7	2	-9	-5	-20	2	-1
C=CCn1c(C(C)(C)C)nc2ccccc21	1	-5	-5	-2	-6	2	-10	1	4
Cn1c(=O)c2c(nc(Sc3ccccc3N)n2C)n(C)c1=O	1	0	4	-1	8	7	5	-4	-3
CCOC(=O)c1sc(=NC(=O)c2ccccc2)n(C)c1C	3	-3	28	0	13	4	0	-5	4
O=C(CNc1cccc(C(F)(F)F)c1)N/N=C/c1cccc(Br)c1	0	-7	-3	2	3	6	-14	-2[fluorescence artefact?]	-1
CCc1c(C)nc2ncnn2c1N1CCCC(C(=O)NCCc2ccccc2)C1 (stereo not given)	-1	2	-21	-2	6	8	6	1	0
Cc1ccccc1NC(=O)c1ccccc1	3	-6	0	0	-8	5	-2	5[fluorescence artefact?]	-2
COc1cc(NC(C(=O)Nc2cccc(C(C)=O)c2)c2ccccc2)cc(OC)c1OC (stereo not given)	2	0	2	3	4	10	-8	-11[fluorescence artefact?]	-6
C/C(=N\OC(=O)c1ccc(F)cc1)c1nccs1	-1	-7	0	3	5	12	-6	4	-14
COc1cccc2sc(NN)nc12	38	1	-4	0	-6	3	-17	-6	5
Cc1ccc(NCC(=O)c2ccc([N+](=O)[O-])cc2)cc1	15	-10	33	9.4*	1	4	-1	-5	8
Nc1cc(C(=O)c2ccccc2)ccc1N1CCOCC1	-2	0	8	1	7	16	-12	3	2
COc1cccc(C2=CC(c3cc(OC)ccc3OC)n3nnnc3N2)c1 (stereo not given)	0	3	-6	1	0	4	-10	0	-3
Cc1nn(CC(=O)OCC(=O)NC(C)c2ccccc2)c(C)c1[N+](=O)[O-] (stereo not given)	3	-5	16	1	-3	12	3	-6	-8
CC1CC(=O)Nc2ccccc2N1S(=O)(=O)c1ccc(Cl)cc1 (stereo not given)	0	-8	-12	4	1	8	-9	0	3
CCN(CC)CCOc1nc(C)nc2c1oc1ccccc12	-1	-6	1	-1	3	19	-7	69[fluorescence artefact?]	0
COc1cccc(-n2c(SC)nnc2-c2cnccn2)c1	.	-5	4	-1	1	18	-12	-7[fluorescence artefact?]	3
CC(=O)[C@@H]1[C@@H]2C(=O)N(c3ccc(F)c(Cl)c3)C(=O)[C@@H]2C2c3ccccc3C=CN21 (stereo not given in full)	-14	4	-5	-3	5	5	-21	7	-63
C=CCN1C(=O)C(CC(=O)Nc2ccc(OCC)cc2)N(Cc2ccccn2)C1=S (stereo not given)	-1	-10	26	5	0	8	-6	-19	-4
Cc1cc(C(=O)NCc2cccnc2)no1	-2	2	-5	0	-3	16	5	3	-4
COC(=O)c1cc(C(=O)c2ccc(Cl)cc2Cl)cn1C	-2	-2	0	0	-3	5	6	2	0
O=C(/C=C/c1ccccc1)N(Cc1cccc(Cl)c1)C1CCS(=O)(=O)C1 (stereo not given)	0	2	25	-3	0	6	4	-5	-2
CC1(C)Cc2nc3sc4c(N5CCCC5)nnnc4c3cc2CO1	.	-11	20	1	-2	8	3	-1	.
COc1ccc(Cn2c(O)c(C=Nc3ccccc3)c3ccccc3c2=O)cc1	-7	1	3	-1	11	13	7	0[fluorescence artefact?]	-20
CN(C)C(=O)COC(=O)/C=C/c1ccccc1[N+](=O)[O-]	-1	3	6	1	3	14	-13	-1	1
O=c1cc(Cn2ccnc2)c2cc3c(cc2o1)CCC3	-1	5	0	1	6	14	-15	-10	-1
CCOC(=O)C(NC(C)=O)(Nc1ccc(S(=O)(=O)Nc2ccncn2)cc1)C(F)(F)F (stereo not given)	-1	0	8	0	-2	3	-4	-3	0
COc1ccc(C(=O)NC2CCN(C(=S)NCc3ccco3)CC2)cc1	12	-5	-1	-1	-2	18	-16	-10[fluorescence artefact?]	8
More compounds follow.
SMILES	Runt-CBFb FRET	thrombin 1536	Hck-Nef inh	Wee1 stabilizer	FXIa inh	FXIIa inh 1536	KLK5 inh	14-3-3 Bad PPI	Runt-SMMHC FRET
Cc1cccc(-n2c(C)n[nH]c2=S)c1C	6	-2	-20	-1	6	19	-2	-5	0
CCOC(=O)c1ccc(NC(=O)c2ccccc2C)cc1	0	-3	2	-1	3	8	-2	9	1
COc1ccc(CCN(C(=S)Nc2ccccc2)C2CC(=O)N(c3ccccc3)C2=O)cc1 (stereo not given)	1	1	0	-1	1	5	3	10	4
Cc1ccc2cc(C=O)c(Cl)nc2c1	0	1	15	0	-1	1	-10	16	-1
COc1ccc(N=NC2=C(O)CC(C)(C)CC2=O)c(OC)c1	-27	6	-1	-3	10	16	23	5	-45
Cc1cc(C)c2ccc3c(C)c(C)n(C)c3c2n1	3	.	26	-2	5	8	0	-1	3
Cc1ccnc(NC(=O)C(C)n2cc([N+](=O)[O-])cn2)c1 (stereo not given)	0	-3	23	0	-2	3	-6	2	-6
CC(=O)N1CCN(c2ccc(NC(=S)NC(=O)COc3ccc(C(C)(C)C)cc3)cc2)CC1	2	-4	10	-4	6	14	-15	1[fluorescence artefact?]	-2
Cc1cc(=O)[nH]c(SCC(=O)Nc2ccc(F)c([N+](=O)[O-])c2)n1	-1	-17	-13	-2	-4	4	-2	11	3
COc1ccc(-n2c(=O)c3ccccc3n(CC(=O)NC3CCCC3)c2=O)cc1	3	-4	1	-2	-1	8	-5	7	0
Cc1oc2cc([N+](=O)[O-])c(O)c([N+](=O)[O-])c2c1C(=O)c1ccc(Cl)cc1	10	-4	4	0	3	0	3	13	26
CCCCNC(=O)CSc1nc(COc2ccccc2)nc2ccccc12	-2	0	14	-4	2	10	5	-20	0
Nc1ccccc1Nc1ccccc1	-3	-2	2	4	-2	1	-13	57[fluorescence artefact?]	-1
O=C(CN1CCN(Cc2ccccc2)CC1)N/N=C/c1ccccc1F	-1	-8	17	-1	0	0	-2	4	-7
Cc1ccccc1NC(=O)c1c(F)c(F)c(F)c(F)c1F	1	-11	0	0	0	1	-5	0	2
CC(C)(CCO)NC(=S)NC1CC2C=CC1C2 (stereo not given)	1	-1	3	-1	2	12	-1	-11	2
COc1ccccc1-c1cc(-c2ccccc2)nc(SC(C(N)=O)c2ccccc2)c1C#N (stereo not given)	-3	14	6	0	20	21	11	12	2
